CF NFkB inh – cystic fibrosis NF-kB activation inhibition. KKLEB NF-kB-GFP reporter, PAF-induced, GFP fluorescence overnight. inhibition, % at 5 µM. actives 0.86% (n = 360,000);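 active = at least 50% inhibition at 5 µM, scaled per plate between neutral and stimulator controls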;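 note: PAF is a Pseudomonas aeruginosa culture filtrate used as stimulus; plate controls were PAF-stimulated DMSO wells for no effect and unstimulated DMSO wells for full effect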
Peg3 promoter – Peg3 promoter activity inhibition | HeLa PEG-Prom luciferase reporter, luminescence, overnight | actives 1.7% (n = 360,000) | AID 588405 | inhibition, % at 20 µM;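 active = inhibition of at least 50% at 20 µM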
HIF-2a inh – inhibitors of HIF-2a. 786-0 RCC cells HIF-2a reporter, luciferase luminescence, overnight. inhibition, % at 18.8 µM. actives 0.72% (n = 360,000). AID 624352;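 active = inhibition of the luminescence signal of 40% or more relative to plate controls, in a single-dose primary screen at 18.75 µM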
MITF TRPM1 inh – reduces MITF-dependent TRPM1 promoter luciferase signal | inhibition, % at 12.5 µM | SK-MEL-5 TRPM1 promoter luciferase, 24 h | AID 488899 | actives 0.83% (n = 330,000);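 active = mean inhibition across replicates of 60% or more, whatever share of single replicates reaches that level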; note: values of inactives mirror those of a sister screen read the other way
Shn3 inh set2 – Schnurri-3 reporter inhibition in Clone20 osteoblasts; Clone20 osteoblast Shn3 3'UTR firefly luciferase, 24 h; inhibition, % at 12.5 µM; actives 0.52% (n = 360,000);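 active = mean inhibition of at least 75% with every replicate also reaching 75%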;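 note: 0% = median of neutral control wells and 100% = pilot-screen positive control compound; some compounds past the cut are filed as inactive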
NR2E3 ag-1 – activates human NR2E3 receptor | Q9Y5X4 | CHO-S Gal4-NCOR/VP16-NR2E3 two-hybrid, luciferase | inhibition of corepressor binding, % at 3.98 µM | actives 0.35% (n = 360,000) | AID 602229;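 active = inhibition above the mean of all tested compounds plus 3 SD, cut at about 70% in these data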;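 note: 0% = DMSO with NR2E3 transfected cells and 100% = cells lacking NR2E3 construct; higher means lower luciferase signal from less NR2E3 corepressor binding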
Target sequence (Q9Y5X4 whole entry, looked up, the tested form may be a part): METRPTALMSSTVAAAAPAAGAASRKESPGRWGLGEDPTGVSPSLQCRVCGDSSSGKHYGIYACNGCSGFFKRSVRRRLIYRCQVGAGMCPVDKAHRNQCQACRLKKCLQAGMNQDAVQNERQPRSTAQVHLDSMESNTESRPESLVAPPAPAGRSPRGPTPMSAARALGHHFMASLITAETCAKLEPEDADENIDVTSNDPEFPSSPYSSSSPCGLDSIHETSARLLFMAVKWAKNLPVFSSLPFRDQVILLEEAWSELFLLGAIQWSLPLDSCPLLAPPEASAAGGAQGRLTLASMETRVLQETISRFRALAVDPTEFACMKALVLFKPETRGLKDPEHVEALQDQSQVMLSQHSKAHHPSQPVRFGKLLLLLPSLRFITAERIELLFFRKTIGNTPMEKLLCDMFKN
TRAIL sens C8 – sensitizes caspase-8 expressing cells to TRAIL; NB7+C8 cells + TRAIL, ATPlite viability luminescence; actives 1% (n = 360,000); inhibition (viability loss, TRAIL sensitization), % at 10 µM;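 active = compounds causing at least 50% loss of cell viability in the single-dose screen, relative to plate controls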
KKLEB tox – reduces viability of KKLEB cystic fibrosis airway cells; AID 602141; KKLEB CF airway cells viability, ATPlite luminescence, overnight; stronger effect = lower value; cells stimulated with P. aeruginosa culture filtrate; actives 0.36% (n = 360,000); activity change (cytotoxicity), % at 5 µM;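 active = corrected activity change at or below -50% at 5 µM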
TWEAK-Fn14 inh – TWEAK-Fn14 signaling inhibition | TWEAK-stimulated Fn14 reporter cells, luciferase luminescence, 8 h | AID 1159606 | actives 2% (n = 360,000) | inhibition, % at 10 µM; in the data active = inhibition above about 50%
NR2E3 ag-2 – NR2E3 (human) agonism; Q9Y5X4; GST-NR2E3/biotin-RetCOR TR-FRET, 1536-well; AID 2300; actives 0.12% (n = 320,000); inhibition of corepressor binding, % at 4.78 µM;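 active = percent inhibition above the cutoff of mean plus 3 SD of all tested compounds, set per screening campaign, cut at about 20% in these data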;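 note: 0% = DMSO wells and 100% = biotin wells as full block of FRET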
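Material – GST-tagged NR2E3 plus biotinylated RetCOR corepressor · Quantity – NR2E3 fusion 1.35 nM · Times – 5 h incubation at 4 °C · Medium – pH 7.5 Tris-based buffer · Technique – TR-FRET, Eu(K)-anti-GST donor, streptavidin-D2 acceptor, ex 340, em 617/671 nm · Benchmarks – high control biotin, low control 0.6% DMSO · Format – 1536-well plates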
TROY signal inh – TROY signaling inhibition | Q293 LMP1-TROYcd NF-kB luciferase reporter, 4 h | inhibition, % at 10 µM | actives 0.98% (n = 360,000);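 active = compounds whose plate-normalised and pattern-corrected inhibition of the luciferase reporter signal at the single screening dose is 50% or more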
* hit, by the source's call; x = not tested or not shown. The list is partial. The share of hits here may be higher or lower than overall.

SMILES	CF NFkB inh	Peg3 promoter	HIF-2a inh	MITF TRPM1 inh	Shn3 inh set2	NR2E3 ag-1	TRAIL sens C8	KKLEB tox	TWEAK-Fn14 inh	NR2E3 ag-2	TROY signal inh
CCc1nnc(SCc2ccc(CSc3nnc(CC)n3N)cc2)n1N	2	7	4	-4	-14	8	-14	-26	6	x	3
COc1ccccc1C(=O)NCCn1cc(SCC(=O)Nc2cc(C)on2)c2ccccc21	-10	16	4	-10	50	8	-9	-5	4	1	6
CCOC(=O)CNC(=O)/C=C/c1c(Cl)cccc1Cl	-5	-42	-36	-10	0	-2	-6	1	-24	0	3
CC(C)OC(=O)c1cccc2c1C(=O)c1ccccc1-2	-4	-105	-176	1	x	-24	-3	-4	-4	1	-29
O=C(CCNC(=O)c1ccccc1Cl)Nc1ccc(Br)c(C(F)(F)F)c1	-3	13	9	-11	0	-19	-4	-4	-7	-3	-6
Cc1[nH]n(-c2ccccc2)c(=O)c1/C=N/c1ccccn1	-17	-7	-7	-3	0	-36	11	15	-2	1	-21
CCOC(=O)c1[nH]c(C)c(C(=O)N(CC)CC)c1C	28	6	9	-2	0	-1	4	-5	8	-3	3
Cc1cc2oc(=O)cc(CN3CCN(S(=O)(=O)c4cccs4)CC3)c2cc1C(C)C	15	52*	23	0	10	-22	19	-12	15	-2	1
Cn1c(=O)c2c(nc(CN3CCc4ccccc4C3)n2CCCO)n(C)c1=O	6	3	16	2	-7	-11	-1	-2	-12	2	4
CCOc1ccccc1NC(=O)CSc1nc(=O)n(CCCN2CCOCC2)c2c1CCC2	-11	0	4	1	-9	26	3	2	-11	3	-3
CCc1nn(CC(=O)N2CCN(Cc3ccc4c(c3)OCO4)CC2)c(=O)c2cc3occc3n12	6	16	8	-2	18	-8	-4	0	9	x	21
CCOC(CNC(=O)CN1C(=O)COc2ccc(S(=O)(=O)N3CCCC3)cc21)OCC	-14	14	4	-1	3	-20	5	23	6	-1	-23
COc1cc(CN2CCC(C(=O)N3CCCC(C)C3)CC2)cc(Br)c1O (stereo not drawn)	5	4	3	5	12	-23	-2	4	9	0	10
COc1cc(C2C(C#N)=C(N)N(c3cccnc3)C3=C2C(=O)CC(C)(C)C3)ccc1O (stereo not drawn)	4	6	15	3	-24	8	0	2	-4	-1	9
COc1ccc(C(=O)NCc2cn3ccccc3n2)cc1	-9	-20	-3	2	-5	-7	-3	-10	-4	0	20
COCc1c(C(=O)OCC(=O)NCCc2ccc(S(N)(=O)=O)cc2)oc2ccccc12	19	11	4	5	-12	8	-9	-4	-26	0	-5
COc1cccc2c1OC[C@@H](CO)[C@H]2N(C)C(=O)Nc1ccc(Cl)cc1	-6	14	8	6	6	-1	-1	18	15	-3	6
Fc1cccc(Cl)c1/C=N/n1c(-c2cccnc2)n[nH]c1=S	5	26	10	-1	1	-43	1	-17	-15	6	-7
Brc1ccc(CSc2nnc(Cc3c[nH]c4ccccc34)o2)cc1	15	7	17	-6	-20	-15	-17	-6	16	-4	17
CCOC(=O)c1cc(CO)cc(C(=O)OCC)c1	-16	22	21	-16	-11	4	-15	-8	12	-2	5

Structures above printed as active in Peg3 promoter:
SMILES	CF NFkB inh	Peg3 promoter	HIF-2a inh	MITF TRPM1 inh	Shn3 inh set2	NR2E3 ag-1	TWEAK-Fn14 inh	NR2E3 ag-2
Cc1cc2oc(=O)cc(CN3CCN(S(=O)(=O)c4cccs4)CC3)c2cc1C(C)C	15	52*	23	0	10	-22	15	-2

Additional structures:
SMILES	CF NFkB inh	Peg3 promoter	HIF-2a inh	MITF TRPM1 inh	Shn3 inh set2	NR2E3 ag-1	TRAIL sens C8	KKLEB tox	TWEAK-Fn14 inh	NR2E3 ag-2	TROY signal inh
COc1ccc(CNC(=O)c2ccc(N3CCC4(CC3)CC(c3ccc(Cl)cc3)=NO4)c(NC(=O)c3ccccc3)c2)cc1	-17	5	2	-1	16	-11	-4	-9	-12	-4	-10
C[C@@H]1CN([C@@H](C)CO)C(=O)c2cc(NS(=O)(=O)c3ccc(Cl)cc3)ccc2O[C@H]1CN(C)Cc1ccncc1	-8	1	4	3	8	3	-5	9	-7	x	1
Cc1noc(C)c1COc1ccc(C(=O)NCCc2ccc(S(N)(=O)=O)cc2)cc1	-13	-6	12	0	2	-7	19	-2	2	1	-4
C[C@H](NC(=O)c1ncn2c1C(=O)N[C@@H](C)C2)c1ccccc1	8	16	2	x	-8	-20	5	11	-9	x	10
Cc1ccc(-c2noc(CCC(=O)N(C)c3ccccc3C)n2)cc1	-2	10	-12	11	2	-7	-7	6	12	0	-11
Cc1ccc(Cc2c(C3CCCCC3)nc3cc(C)c(Br)c(C)n23)cc1	-4	-36	-1	x	2	-23	6	-11	-8	x	-18
CCOc1ccc(OCCC(=O)OCC(=O)NCc2ccc(Cl)cc2)cc1	16	-11	6	-6	-11	-2	-2	13	-1	1	8
Cc1cc(C)n(-c2ccc(C(=O)OCC(=O)NCc3ccc(F)cc3)cc2)n1	5	13	13	-2	20	-4	0	-5	-17	4	11
O=C(Nc1ccc(NC(=O)N2CCN(c3ccccc3O)CC2)cc1)N1CCN(c2ccccc2O)CC1	-9	-2	-9	-2	4	4	-2	6	-3	2	-33
O=S(=O)(c1cccc(-c2nc3ccccc3s2)c1)N1CCCC1	-7	-36	-136	-18	-19	-29	3	0	11	-3	15
Cc1cccc(C(O)c2cnc(C)n2Cc2ccccc2)c1 (stereo not drawn)	-32	3	16	x	1	18	-9	7	-14	x	-11
CCn1cc(C(=O)NN)c(=O)c2cc(F)c(NC3CCCCC3)cc21	3	1	5	-4	12	-11	13	0	-3	x	7
O=C(Nc1ccccc1)c1cc(C2CCCCN2S(=O)(=O)c2ccccc2)on1 (stereo not drawn)	-14	-208	-208	x	-70	-31	7	3	0	x	-85
CC1C(=O)N(Cc2cn(CCC3OCCO3)nn2)CCS(=O)(=O)N1Cc1ccc(-c2cccc(N(C)C)c2)cc1 (stereo not drawn)	-44	-32	-23	x	-16	3	16	1	-46	x	-5
CCn1c(CSc2nc3ccccc3s2)n[nH]c1=S	10	-30	-36	-2	8	-30	-3	2	16	5	4
O=C1CCCN1CCC1CCCCN1Cc1nc(COc2ccccc2)no1 (stereo not drawn)	1	17	13	-7	-12	-16	-8	3	-15	1	4
c1cc2nnnn2nc1N1CCCCC1	17	-4	-14	-9	-35	-9	-9	-27	16	-2	-2
CNC(=O)Nc1cccc(NC(=O)NC)n1	-4	-1	4	10	10	-3	1	8	-7	1	14
Cc1c(-n2c(SCC(=O)NC(C)C(C)C)nc3ccccc3c2=O)c(=O)n(-c2ccccc2)n1C (stereo not drawn)	-1	-2	-9	7	72	7	-5	6	10	5	-1
Cc1ccc(NC(=O)CS(=O)CC(=O)Nc2cccc(C)c2C)cc1F (stereo not drawn)	-2	14	16	-7	0	-4	-13	2	3	2	17

Ordered by formula weight (low to high): some entries from above
SMILES	CF NFkB inh	Peg3 promoter	HIF-2a inh	MITF TRPM1 inh	Shn3 inh set2	NR2E3 ag-1	TRAIL sens C8	KKLEB tox	TWEAK-Fn14 inh	NR2E3 ag-2	TROY signal inh
c1cc2nnnn2nc1N1CCCCC1	17	-4	-14	-9	-35	-9	-9	-27	16	-2	-2
CCn1cc(C(=O)NN)c(=O)c2cc(F)c(NC3CCCCC3)cc21	3	1	5	-4	12	-11	13	0	-3	x	7
Cc1ccc(NC(=O)CS(=O)CC(=O)Nc2cccc(C)c2C)cc1F (stereo not drawn)	-2	14	16	-7	0	-4	-13	2	3	2	17
O=C1CCCN1CCC1CCCCN1Cc1nc(COc2ccccc2)no1 (stereo not drawn)	1	17	13	-7	-12	-16	-8	3	-15	1	4
O=C(Nc1ccccc1)c1cc(C2CCCCN2S(=O)(=O)c2ccccc2)on1 (stereo not drawn)	-14	-208	-208	x	-70	-31	7	3	0	x	-85

Going on with the list:
SMILES	CF NFkB inh	Peg3 promoter	HIF-2a inh	MITF TRPM1 inh	Shn3 inh set2	NR2E3 ag-1	TRAIL sens C8	KKLEB tox	TWEAK-Fn14 inh	NR2E3 ag-2	TROY signal inh
CCCn1nnnc1SCC(=O)N1CCCc2ccccc21	-3	-11	-53	1	-5	-18	-6	3	47	2	37
Cc1ccc(C)c(NC(=O)c2nc(-c3ccccc3)n(-c3ccccc3)n2)c1	20	-8	-24	-3	38	-21	4	-9	1	0	8
O=C(Nc1ccccc1Cl)c1ccccc1Oc1ccc(C(F)(F)F)cc1[N+](=O)[O-]	14	44	12	6	26	7	13	0	27	4	28
Cc1cc(C)c(C)c(S(=O)(=O)N2CCN(CC(=O)Nc3ccc([N+](=O)[O-])cc3)CC2)c1C	2	6	19	12	-33	12	-11	-4	-29	-2	-1
CCCCn1c(N)c(N(Cc2ccccc2OC)C(=O)COc2ccc(F)cc2Cl)c(=O)[nH]c1=O	6	-1	7	-7	4	-1	-27	-1	-3	5	-9
CC1CCc2c(sc(NC(=O)c3ccco3)c2C(=O)O)C1 (stereo not drawn)	-3	-203	-215	-14	-26	-69	14	4	40	2	4
COc1cc2c(cc1OC)C(/C(C#N)=N\O)=NC(C)(C)C2	5	-132	-13	-11	1	-4	-18	2	-10	-2	-7
O=C(NCc1ccccc1CN1CCCCC1)c1ccc(Cl)cc1N1CCCC1=O	-1	-8	3	-12	-10	-13	-18	2	-2	4	-11
CCN(CC(=O)NCc1ccc(Cl)cc1)C(=O)c1ccc(S(=O)(=O)N(C)C)cc1	5	-62	4	11	14	3	-3	-2	1	-3	23
Cc1cc(-c2c(C)n([O-])c(C)c(C)[n+]2=O)ccc1F	-7	16	20	6	-8	-12	22	18	0	1	1

Gathered by group, the compounds so far with a nitro group on carbon (2)
SMILES	CF NFkB inh	Peg3 promoter	HIF-2a inh	MITF TRPM1 inh	Shn3 inh set2	NR2E3 ag-1	TRAIL sens C8	KKLEB tox	TWEAK-Fn14 inh	NR2E3 ag-2	TROY signal inh
O=C(Nc1ccccc1Cl)c1ccccc1Oc1ccc(C(F)(F)F)cc1[N+](=O)[O-]	14	44	12	6	26	7	13	0	27	4	28
Cc1cc(C)c(C)c(S(=O)(=O)N2CCN(CC(=O)Nc3ccc([N+](=O)[O-])cc3)CC2)c1C	2	6	19	12	-33	12	-11	-4	-29	-2	-1

Just HIF-2a inh, for 4 of the compounds above:
| Compound | HIF-2a inh |
| --- | --- |
| O=C(Nc1ccccc1Cl)c1ccccc1Oc1ccc(C(F)(F)F)cc1[N+](=O)[O-] | 12 |
| Cc1cc(C)c(C)c(S(=O)(=O)N2CCN(CC(=O)Nc3ccc([N+](=O)[O-])cc3)CC2)c1C | 19 |
| CCCCn1c(N)c(N(Cc2ccccc2OC)C(=O)COc2ccc(F)cc2Cl)c(=O)[nH]c1=O | 7 |
| CC1CCc2c(sc(NC(=O)c3ccco3)c2C(=O)O)C1 (stereo not drawn) | -215 |

Screening data as filed in PubChem BioAssay.
